PRMT1 FP inh: inhibitors of human PRMT1; Q99873; recombinant PRMT1, activity-based probe fluorescence polarization; 370,000 compounds, 1.3% hits; AID 652257; inhibition, % at 2.79 µM;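 active means inhibition above about 21% made by adding two undisclosed values, limit read from the data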
Target sequence (Q99873 whole entry, looked up): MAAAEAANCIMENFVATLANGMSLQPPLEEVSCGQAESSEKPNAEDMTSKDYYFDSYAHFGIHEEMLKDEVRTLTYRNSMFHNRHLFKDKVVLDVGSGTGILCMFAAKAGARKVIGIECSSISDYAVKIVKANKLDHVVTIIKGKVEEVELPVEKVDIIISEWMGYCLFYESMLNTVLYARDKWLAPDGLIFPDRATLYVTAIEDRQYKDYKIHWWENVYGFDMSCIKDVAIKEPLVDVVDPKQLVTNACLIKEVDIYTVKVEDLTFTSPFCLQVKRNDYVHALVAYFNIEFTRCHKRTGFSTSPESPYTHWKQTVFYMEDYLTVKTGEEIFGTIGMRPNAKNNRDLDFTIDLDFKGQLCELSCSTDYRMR
NPR2 activator: GC-B (human) receptor activation; P20594; HEK293-GC-B cells, CNP EC30, cGMP TR-FRET; 0% at EC30 CNP, 100% saturating CNP; activation, % at 10 µM; 370,000 compounds, 0.11% hits; AID 1920062;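 active means activation at 10 µM reaching about 35% in either raw or pattern-adjusted values, limit read from the data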
HTRA1 inh: HTRA1 (human) protease inhibition; Q92743; recombinant HTRA1, FP-rhodamine activity-based probe, fluorescence polarization; inhibition, % at 5.96 µM; 340,000 compounds, 0.5% hits; in the data active means inhibition above about 36%;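 further: 0% = enzyme with DMSO and 100% = wells lacking enzyme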
MBD2 inh: inhibitors of human MBD2 binding to methylated oligonucleotide; TR-FRET; 370,000 compounds, 0.31% hits; Q9UBB5; inhibition, % at 4.4 µM; in the data active means inhibition above about 13%
TCR-CD3 inh: inhibitors of human TCR-CD3 interaction | inhibition, % at 9.4 µM | AID 651800 | 360,000 compounds, 0.37% hits | TAMRA-labeled TCR probe fluorescence, biochemical; in the data active means inhibition above about 19%;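 further: recombinant mutant TCR 2C K166C tagged with TAMRA read by polarization; 0% = receptor in buffer alone and 100% = receptor with positive control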
GC-A act: GC-A (human) enzyme activation; HEK293 GC-A cells, cGMP TR-FRET, EC30 ANP; 0% at EC30 ANP, 100% saturating ANP; activation, % at 10 µM; 370,000 compounds, 0.14% hits; P16066; in the data active means activation above about 40%
ABHD4 inh: ABHD4 (mouse) inhibition, primary FP screen; Q8VD66; 370,000 compounds, 0.54% hits; inhibition, % at 8.92 µM; AID 720543; purified mABHD4, FP-Rh probe fluorescence polarization;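 active means inhibition exceeding the mean over every tested compound plus 3 SD, cut at about 30% in these data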;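 further: 0% = plate median of compound wells and 100% = S159A mutant with DMSO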
Target sequence (Q8VD66 whole entry, looked up): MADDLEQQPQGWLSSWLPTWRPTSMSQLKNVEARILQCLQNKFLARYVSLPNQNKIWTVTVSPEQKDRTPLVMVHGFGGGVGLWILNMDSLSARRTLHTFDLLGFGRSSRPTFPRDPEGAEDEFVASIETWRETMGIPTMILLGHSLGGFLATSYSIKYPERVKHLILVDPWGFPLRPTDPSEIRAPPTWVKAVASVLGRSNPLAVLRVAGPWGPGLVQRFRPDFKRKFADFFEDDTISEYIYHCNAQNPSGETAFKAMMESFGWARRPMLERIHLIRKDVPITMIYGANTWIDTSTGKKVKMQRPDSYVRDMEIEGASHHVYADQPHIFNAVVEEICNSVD
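Doses – 8.92 µM, single dose · Material – wild-type mouse ABHD4 protein · Replication – single well per compound (singlicate) · Measure – percent inhibition of probe binding, normalized to plate controls · Schedule – 45 min compound pre-incubation plus 60 min probe step, 25 °C · Detection – fluorescence polarization with parallel and perpendicular emission, 525/598 nm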
rCAG binder: r(CAG) repeat RNA binding; TO-PRO-1 dye displacement fluorescence; inhibition, % at 3 µM; 370,000 compounds, 1.3% hits;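 active means inhibition above the plate cutoff, the mean of all test compounds on that plate plus 3 SD, cut at about 35% in these data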;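 further: 0% = DMSO alone and 100% = 100 µM mitoxantrone as full dye displacement; higher means more dye released from RNA so lower well fluorescence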
SIAE inh: inhibitors of human sialic acid acetylesterase SIAE; inhibition, % at 9.66 µM; AID 1053197; SIAE FP-Rh probe binding, fluorescence polarization; 370,000 compounds, 0.69% hits; Q9HAT2;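 active means inhibition above a cutoff: mean of compounds within the control limits plus 3 SD of those, cut at about 17% in these data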;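 further: 0% = plate median of compound wells and 100% = probe without SIAE protein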
UHRF1 MBD2 ctr: blocks human UHRF1 binding to methylated DNA | inhibition, % at 4.4 µM | UHRF1 binding to methylated oligo, TR-FRET | Q96T88 | 370,000 compounds, 0.75% hits; in the data active means inhibition above about 21%;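 further: UHRF1 SRA domain binding a hemimethylated CpG hairpin DNA probe; 0% = median of test compound wells and 100% = reference inhibitor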
Active calls of the source: *; nt = no result given.

Compound	PRMT1 FP inh	NPR2 activator	HTRA1 inh	MBD2 inh	TCR-CD3 inh	GC-A act	ABHD4 inh	rCAG binder	SIAE inh	UHRF1 MBD2 ctr
CN(CC(=O)NCCc1ccc(S(N)(=O)=O)cc1)Cc1ccc(Cl)cc1Cl	-2	4	-4	4	-3	-2	-3	2	-3	2
CC(=O)Oc1ccc(C2(C)CC(C)(C)Oc3cc(OC(C)=O)ccc32)c(OC(C)=O)c1 (centres undefined)	0	-9	2	-6	5	3	-13	-10	5	1
COc1ccccc1S(=O)(=O)Cc1ccc(C(=O)N2CCN(c3ccc(C)cc3)C(C)C2)o1 (centres undefined)	2	1	-5	-5	1	2	3	0	-3	-1
Clc1ccc(OCCSc2nnnn2C2CCCCC2)cc1	0	3	-14	3	0	7	-1	-3	-6	-2
Cc1cccc(-c2nnc(NC(=O)c3ccc(Cl)cc3)o2)c1	3	4	8	-3	-9	3	3	2	-5	0
COc1ccc(NC(=O)C(=S)NC2CCCCC2)cc1	3	0	-17	-1	-4	-5	9	-2	5	5
COc1ccc(CNC(=O)CN2C(=O)NC(C)(c3ccc(Cl)cc3)C2=O)cc1 (centres undefined)	6	6	-2	2	-5	5	0	3	-9	2
O=c1[nH]c(=S)[nH]c2c1C(c1cccc(C(F)(F)F)c1)OC(CCc1ccccc1)C2 (centres undefined)	1	-5	nt	-4	-15	-7	-24	28	-24	1
CC1Cc2ccccc2N1C(=O)COC(=O)c1cccc(Br)c1 (centres undefined)	0	-2	-45	0	-3	3	-7	1	3	0
Cc1cc(C(F)(F)F)nn1CC(=O)N(C)c1ccccc1	-2	-2	5	0	0	0	6	-4	13	1
Cc1c(CN(C)C(=O)c2nn(C)cc2[N+](=O)[O-])cnn1C	0	0	3	-3	3	1	0	4	-5	0
Oc1cccc(Nc2ncnc3ccccc23)c1	1	-3	1	-3	1	-3	8	2	1	1
O=C(NCc1nnnn1-c1ccc(F)cc1)c1ccc([N+](=O)[O-])o1	-1	-3	4	-2	-2	-2	-2	4	-4	-2
CCC(=O)Nc1c2c(nn1-c1ccc(OC)cc1)CS(=O)C2 (centres undefined)	1	7	-2	6	2	6	0	3	10	0
Cn1cnc([N+](=O)[O-])c1Oc1ccc2ccccc2c1	0	16	2	6	8	6	0	0	-10	-1
N=C1C(c2nc3ccccc3s2)=C(O)CN1NC(=O)c1ccco1	6	-3	2	-2	-5	-4	5	8	-3	39*
CN=c1scc(C)n1/N=C/c1cc(Br)c(O)c(Br)c1	-3	2	14	-8	-3	0	29	5	9	-2
CCOC(=O)N1CCN(C(=S)Nc2cc(OC)c(OC)cc2C(=O)OC)CC1	-3	4	5	0	-1	-1	3	-1	2	-1
COc1ccc(CN(C)C(=O)c2cccc(S(=O)(=O)NCc3ccccc3)c2)cc1F	-1	4	7	-4	-5	4	-1	0	-2	1
COc1ccccc1CN1C(=NC(=O)C2CCCCC2)SC2CS(=O)(=O)CC21 (centres undefined)	7	5	7	3	4	-5	-6	2	3	3
O=C(CNc1cccc([N+](=O)[O-])c1)NCCCc1ccccc1	-3	-4	-2	-2	4	-4	1	2	0	-4
Oc1cccc(Nc2nc(N3CCOCC3)nc(N3CCOCC3)n2)c1	1	3	-7	-1	-3	3	6	3	6	1
CCCc1nc(-c2ccc(-c3ccc(F)cc3)cc2)no1	3	2	0	1	-4	7	1	-3	-4	2
CN(Cc1ccc(F)cc1)C(=O)CNC(=O)C1CCCCC1	0	1	-1	-3	5	4	8	2	-1	2
Cc1ccc(N(C(=O)CCC(=O)Nc2ccccn2)C(C(=O)NC(C)C)c2ccc(F)cc2)cc1 (centres undefined)	3	-10	-1	0	-8	-9	-2	-4	3	4
CCN(CC)CCSc1nnc2c3ccccc3n(CCc3ccccc3)c2n1	2	-17	-7	0	-11	-39	0	1	-2	-2
Cc1cc(-c2cccc(Br)c2)c(C#N)c(N)n1	0	3	-8	7	1	6	-3	2	-6	18
CCC1CCCCN1C(=O)c1cc(COc2ccc3ncccc3c2)on1 (centres undefined)	-1	1	0	-2	1	-2	-1	-5	0	-2
CCOC(=O)c1[nH]c(C)c(C(=O)Nc2ccc(C)c(C)c2)c1C	-4	-5	-7	-1	4	-10	-5	-3	-6	-10
CN(C)Cc1n[nH]c(=O)c2ccccc12	0	3	9	-3	4	2	1	0	17	8

Rewritten with two lines to a compound: entries from further up
Order of values – PRMT1 FP inh, NPR2 activator, HTRA1 inh, MBD2 inh, TCR-CD3 inh, GC-A act, ABHD4 inh, rCAG binder, SIAE inh, UHRF1 MBD2 ctr
O=C(NCc1nnnn1-c1ccc(F)cc1)c1ccc([N+](=O)[O-])o1
 : -1, -3, 4, -2, -2, -2, -2, 4, -4, -2
O=c1[nH]c(=S)[nH]c2c1C(c1cccc(C(F)(F)F)c1)OC(CCc1ccccc1)C2 (centres undefined)
 : 1, -5, nt, -4, -15, -7, -24, 28, -24, 1

(more compounds)
Compound	PRMT1 FP inh	NPR2 activator	HTRA1 inh	MBD2 inh	TCR-CD3 inh	GC-A act	ABHD4 inh	rCAG binder	SIAE inh	UHRF1 MBD2 ctr
C[C@H](CO)N1C[C@H](C)[C@@H](CN(C)C(=O)Nc2ccccc2F)OCc2cn(nn2)CCCC1=O	-3	0	nt	2	5	2	1	0	6	-5
Cc1ccc(CNC(=O)Cn2nnc(C(=O)Nc3cc(C)ccc3C)c2N)cc1	2	7	3	4	1	3	4	2	-8	1
CCc1ccc(Nc2n[n+](-c3ccccc3)c(-c3cc(OC)c(OC)cc3Br)s2)cc1	2	-13	-24	-2	-1	-11	-8	14	-1	1
COc1ccccc1C(=O)Nc1ccc(C2=NNC(=O)CC2C)cc1 (centres undefined)	-3	7	3	-1	5	5	0	-3	-5	-4
CCOC(=O)C[C@H]1c2cc(F)ccc2S(=O)(=O)N1C1CCCCC1	2	3	0	-5	-5	-2	5	1	-2	1
CCN(Cc1ccccc1)S(=O)(=O)c1c[nH]c(C(=O)OC)c1	1	9	-6	-2	-4	2	0	0	6	0
CCN1CCN(c2cc(N3CCc4ccccc4C3)c(F)cc2[N+](=O)[O-])CC1	-2	1	0	-13	3	3	8	-3	4	-12
Cc1ccc(C(=O)N2CCCC(N3CCN(c4ccccc4C)CC3)C2)c(=O)[nH]1 (centres undefined)	1	-2	0	2	5	2	7	-2	4	2
CC(C)(C)NC(=O)N1CCN(c2nc3ccc(Cl)cc3s2)CC1	-5	6	-3	-1	2	10	-9	-1	-3	-1
COc1ccc2[nH]c3c(c2c1)CCN1C(=O)N([C@@H](C)C(=O)NCc2ccccc2)C(=O)[C@]31C	-3	-14	-5	-5	8	-6	-1	2	6	1
CC(=O)N(C(C)=O)c1ccc2nc(C)[nH]c(=O)c2c1	-2	3	5	-3	7	0	0	2	3	0
CCCC(c1nnnn1C1CCCCC1)N1CCN(C(=O)c2ccco2)CC1 (centres undefined)	-1	-3	0	-4	5	-2	-1	0	3	0
COc1ccc(NC2=NCC(=O)N2c2ccccc2F)cc1	2	-4	5	-2	2	3	1	0	2	1
CC1=CC=CN2C1=NC(=O)CC2(C)C(=O)N(CC(=O)NC1CCCC1)Cc1ccccc1 (centres undefined)	-2	3	2	3	-1	1	1	-1	4	-1
CC1CN(S(=O)(=O)c2cccc(C(=O)Nc3ccc(S(=O)(=O)Nc4ncccn4)cc3)c2)CC(C)O1 (centres undefined)	5	4	1	-2	-4	0	5	11	-4	0
COc1ccc(C(=N/O)/C(=N/O)c2ccc(OC)cc2)cc1	0	1	-10	2	9	4	6	0	1	-3
O=C(CSc1nnnn1-c1cccc2c1CCCC2)N1CCCC1	-2	3	6	1	-1	0	-3	-5	1	1
CC(C)Cc1ccc(C(C)C(=O)Nc2cccnc2)cc1 (centres undefined)	-1	0	5	3	-1	-2	-4	-4	7	-3
COC(=O)[C@]12C[C@H](CC(=O)NCc3cccc4ccccc34)C(=O)N(Cc3ccco3)C1=C[C@H](C(C)(C)C)O[C@@H]2C	2	-18	nt	1	nt	-16	-10	2	1	-2
O=S(=O)(c1cccc(C(F)(F)F)c1)N1c2ccccc2-n2cccc2C1c1cccnc1 (centres undefined)	-3	-4	-33	1	3	-12	-14	1	-7	9
CC(=O)c1ccc(NC(=O)CC(C)S(=O)(=O)c2ccc3c(c2)CCN3C(C)=O)cc1 (centres undefined)	-6	-5	-11	-1	5	0	-1	6	2	-1
Cc1ccc(C2=NOC3(CC(=O)N(c4ccccc4)C3=O)C2)cc1 (centres undefined)	-1	4	3	2	-1	0	-3	0	-3	-1
Cc1ccc2c(c1)N(C(=O)CCC(=O)NCc1cccnc1)CC(C)O2 (centres undefined)	-4	-1	-7	3	7	0	1	-1	5	0
CC(O)(c1cccc(F)c1)c1nc(/C=C/c2ccccc2)cs1 (centres undefined)	-1	1	nt	-1	-6	2	-33	5	-11	-1
CCCCN1C(=O)c2ccccc2NC1c1ccc(OC)c(COc2ccc(NC(C)=O)cc2)c1 (centres undefined)	5	-18	nt	1	nt	-18	-1	nt	8	1
CC(C)C(C(=O)NCC1CCCO1)N(C(=O)CNS(=O)(=O)c1ccc(F)cc1)C1CCCCC1 (centres undefined)	6	5	-1	8	-2	5	11	-8	3	-1
O=C(Cc1ccc(-c2ccccc2)cc1)Nc1ncccc1O	6	-2	-17	-2	1	3	2	7	-3	-6
NC(N)=Nc1cc2ccccc2c2ccccc12	1	3	nt	6	8	2	3	5	4	-8
CN1CCN(C(=O)c2ccccc2NC(=O)c2cccs2)CC1	3	3	-5	9	-1	3	6	-2	2	-2
CC(C)[C@H](Nc1ccc(C(F)(F)F)cc1[N+](=O)[O-])C(=O)O	0	3	2	-2	6	0	-3	4	-3	-2

High-throughput results from PubChem.

The list is partial; rates above refer to the full screens.
